Source: PubChem
S100A4 MyoIIA: inhibitors of S100A4-myosin IIA peptide binding, primary screen, biochemical, fluorescence polarization, TAMRA-MyoIIA peptide; hit rate 0.14% among 360,000; inhibition, % at 10.7 µM; AID 652163, 2013;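 active means mean inhibition of at least 70% across replicates, with every replicate also reaching that level; inconclusive means mean inhibition reaches 70% but some replicates fall short; inactive means mean inhibition below 70%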
Target sequence (P26447 whole entry, looked up): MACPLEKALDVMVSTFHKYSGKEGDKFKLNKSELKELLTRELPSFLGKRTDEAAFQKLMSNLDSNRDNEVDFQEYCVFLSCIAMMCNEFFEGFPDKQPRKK
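Test system: S100A4 monomer protein; Medium: HEPES pH 7.2 with CaCl2, KCl, NaCl, DTT, Triton; Probe or stimulus: TAMRA-labelled myosin IIA heavy-chain peptide probe, 5 nM; Doses: one dose per compound; Times: polarization read 5 min after assay mix addition, stable 5–60 min; Benchmarks: neutral control DMSO, positive control TFP.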
XiGFP reactiv: activators of inactive X chromosome reactivation, primary screen, imaging, XiGFP fibroblasts, GFP high-content imaging, set 2; XiGFP mouse fibroblasts, % GFP-positive cells imaging, 3 d; cells co-treated with 5-aza-dC sensitizer; scaled so ellipticine positive control = 100%; activation, % at 7.58 µM; hit rate 0.055% among 360,000;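 active means mean normalized replicate activation at least 10% and every replicate at or above 10%; inconclusive means only one of the two criteria met; inactive means mean below 10% and not all replicates reach 10%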;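 further: 0% = median of on-plate neutral control wells and 100% = ellipticine 6 µM median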
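Material: XiGFP fibroblasts, SV40-immortalized. Buffer or medium: DMEM plus 5-aza-dC sensitizer. Compound: single concentration per compound, delivered by pin transfer. Times: 3 days compound exposure. Controls: ellipticine 6 µM.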
RAD52 inh: RAD52 DNA annealing inhibitors, primary screen, biochemical, FRET, single point, set 2 | hit rate 0.46% among 360,000 | inhibition, % at 18.7 µM | recombinant RAD52 DNA annealing, FRET fluorescence | DNA repair protein RAD52 homolog (Homo sapiens), P43351;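 active means every replicate showing at least 50% inhibition; inconclusive means mean inhibition at least 50% but not in every replicate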
RAD54 branch: inhibitors of human RAD54 branch migration, primary screen, biochemical, fluorescence, single point. DNA repair and recombination protein RAD54-like (Homo sapiens), Q92698. RAD54 Holliday junction branch migration, FAM/BHQ fluorescence. inhibition, % at 10.4 µM. hit rate 0.14% among 360,000;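 active means mean normalized replicate activity at least 40 and at least half of replicates scoring 40 or more; inconclusive means only one of the two criteria met; inactive means mean below 40 and under half of replicates reaching 40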;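 further: 0% = median of neutral control wells and 100% = median of positive control wells; inhibitors cause a drop in the FAM fluorescence signal; in these data hits start at about 50%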
E-sel inducer: E-selectin induction in HUVECs, primary screen, imaging, HUVEC, immunofluorescence imaging, single point. P16581. normalized: neutral wells 0, TNF-alpha wells 100. activation, % at 7.58 µM. hit rate 0.37% among 260,000;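 active means mean E-selectin-positive cell signal at least 10% of the positive control, reached in at least 60% of replicates, without over 20% cell loss; inconclusive means no rule given, readout overlaps actives, possibly toxicity-flagged; inactive means the rest, including those meeting only one limit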;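 further: in these data hits start at about 27%; measured in HUVEC primary endothelial cells; signal is the percent of cells scored E-selectin positive by PE staining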
Target sequence (P16581 whole entry, looked up): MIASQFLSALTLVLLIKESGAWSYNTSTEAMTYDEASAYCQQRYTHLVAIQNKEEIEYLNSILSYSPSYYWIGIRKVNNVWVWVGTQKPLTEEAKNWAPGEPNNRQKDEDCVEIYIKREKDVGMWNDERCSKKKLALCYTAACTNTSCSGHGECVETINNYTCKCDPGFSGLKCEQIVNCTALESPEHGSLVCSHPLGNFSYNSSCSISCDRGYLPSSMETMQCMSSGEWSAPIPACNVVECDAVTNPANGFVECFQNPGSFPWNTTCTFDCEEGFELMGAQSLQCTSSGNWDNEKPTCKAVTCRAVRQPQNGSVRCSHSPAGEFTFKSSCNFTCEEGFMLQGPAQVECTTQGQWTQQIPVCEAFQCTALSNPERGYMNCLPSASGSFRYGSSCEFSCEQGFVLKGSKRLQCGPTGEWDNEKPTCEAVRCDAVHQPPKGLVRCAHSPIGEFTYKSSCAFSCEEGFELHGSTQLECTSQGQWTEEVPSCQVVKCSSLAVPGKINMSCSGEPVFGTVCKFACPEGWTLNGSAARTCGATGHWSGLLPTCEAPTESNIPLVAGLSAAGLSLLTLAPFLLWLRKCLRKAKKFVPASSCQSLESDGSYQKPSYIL
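System: HUVEC, human umbilical vein endothelial cells; quantity: 3,000 cells/well; buffer or medium: EGM-2 medium, gelatin-coated wells; dosing: single-point compound dose; detection: immunofluorescence imaging; evaluation: % PE-positive cells; benchmarks: TNF-alpha, DMSO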
FN deposition inh: inhibitors of fibronectin matrix deposition, primary screen, AH1F cells, Alexa488-fibronectin fluorescence, plate reader; inhibition, % at 12.6 µM; hit rate 0.086% among 350,000; AH1F fibroblasts, overnight;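 active means mean inhibition across replicates of 30% or more, regardless of how many single replicates reach that level; inconclusive means mean under 30% yet at least half of replicates reach 30%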;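 further: positive control wells lacked labelled fibronectin entirely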
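Schedule: 1 h cell adhesion before compound, then overnight fibronectin incubation; test system: AH1F fibroblast monolayer depositing Alexa488-labelled fibronectin into matrix; quantity: 10000 AH1F cells per well; probe or stimulus: fluorescent fibronectin at 24 nM final; signal: fluorescence, ex 485 nm, em 525 nm; evaluation: percent inhibition as loss of matrix-bound fibronectin fluorescence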
esBAF inh: Bmi1 luciferase reporter increase in mESCs, primary screen, esBAF inhibitor project, mouse ES cells, Bmi1 luciferase knock-in, single point. 24 h; 100% = twice the neutral-well signal. reporter increase, % at 12.5 µM. hit rate 2% among 350,000; in the data active means activation above about 40%; inconclusive means no clear call, values can overlap the other calls;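 further: 0% = median of the plate's neutral control wells and 100% = double that signal; a rise in the Bmi1 reporter signal indicates esBAF inhibition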
EWS-Fli inh: EWS/Fli-driven NR0B1 reporter inhibitors, primary screen, A673 cells, NR0B1 luciferase, luminescence, MLPCN library | viability-normalised | inhibition, % at 12.6 µM | hit rate 0.67% among 350,000 | AID 651661, 2012;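 active means mean inhibition of at least 50% after viability correction, with every replicate also passing that limit; inconclusive means mean reaches 50% but only one of two replicates passes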;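 further: firefly luciferase signal divided by Alamar Blue viability fluorescence both relative to DMSO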
An asterisk follows results filed as active; u = inconclusive; x = no result given; & = joins results of further samples.

SMILES	S100A4 MyoIIA	XiGFP reactiv	RAD52 inh	RAD54 branch	E-sel inducer	FN deposition inh	esBAF inh	EWS-Fli inh
COc1ccc(/C=C(/NC(=O)/C=C/c2ccccc2)C(=O)O)cc1	0	0.1	-12	x	x	5	-9	-5
Cc1ccc(S(=O)(=O)N2CCN(C(=O)CNC(=O)c3sc4ccccc4c3Cl)CC2)cc1	15	0.0	-16	0	x	-3	x	2
CC(C)NC(=O)N(C)C[C@@H]1OCCCC[C@@H](C)Oc2ccc(N(C)C)cc2C(=O)N([C@H](C)CO)C[C@@H]1C	-3	0.4	-56	-3	1.6	-3	x	x
CC(C)NC(=O)c1cccc2c1-c1ccccc1C2=O	6	0.1	-7	-3	0.6	0	-9	-1
NNC(=O)c1csc(Cc2c(Cl)sc3ccc(Cl)cc23)n1	-1	0.3	0	7	-1.7	5	-10	-8
CO[C@H]1CN(C)C(=O)c2cc(NS(=O)(=O)CC(F)(F)F)ccc2OC[C@H](C)N(Cc2ccccn2)C[C@@H]1C	1	-0.3	3	-3	3.5	-22	-5	4
COc1cccc(CN2[C@H](CO)[C@H](c3ccccc3)C23CN(C(=O)C2CCOCC2)C3)c1	-3	0.2	-15	x	-0.2	x	x	-3
c1ccc(-c2cn3cccnc3n2)cc1	-4	x	-20	9	x	x	9	-17
O=C(N=Nc1c(O)[nH]c2c(Cl)cc(Cl)cc12)c1ccccc1O	-3	0.5	-27	x	0.2	-9	x	-8
O=C(O)c1cccc(Nc2ncnc3ccc(Br)cc23)c1	-5	-0.1	-13	x	x	-5	x	-2
CCC(=O)N1[C@@H]2c3ccc(-c4cccnc4)c(=O)n3C[C@H]1[C@H](CO)[C@H]2C(=O)N1CCc2ccccc2C1	-1	2.3	4	2	0.1	x	-5	-1
Cc1ccc(NS(=O)(=O)c2c(F)cc(F)c(Cl)c2F)cc1S(=O)(=O)N1CCOCC1	0	0.3	2	x	0.6	-3	x	3
Cc1ccc(S(=O)(=O)Nc2ccc3c(c2)C(=O)N([C@H](C)CO)C[C@H](C)[C@H](CN(C)CC2CC2)O3)cc1	-5	-0.1	12	-2	1.0	-2	-4	-2
COc1ccc(C)cc1Nc1nc(-c2ccccc2O)nc2ccccc12	-3	-0.1	1	-19	x	2	-8	8
Cc1noc(C)c1S(=O)(=O)Nc1ccc2c(c1)CC(=O)N([C@H](C)CO)C[C@H](C)[C@@H](CN(C)Cc1ccc(-c3ccccc3)cc1)O2	-4	-0.9	47	x	58*	x	2	11
O=C(COC(=O)CC1CC2CCC1C2)NC(=O)NC1CCCC1 (configuration not stated)	7	0.2	0	x	0.8	2	x	-9
O=C(NCCc1ccccn1)c1nc(Cn2cc([N+](=O)[O-])cn2)no1	-10	0.1	-8	-1	x	-16	-11	-3
CC(C)(C)c1nnc(NC(=O)Nc2ccc(Cl)cc2)s1	-2	0.4	-1	x	4.6	-6	x	-85
CCCNC(=O)N1C[C@@H](C)[C@H](OC)CN(C)C(=O)c2cc(NS(=O)(=O)CC(F)(F)F)ccc2OC[C@@H]1C	1	0.1	-12	-7	-0.2	x	-4	-4
C[C@H](CO)N1C[C@H](C)[C@@H](CN(C)Cc2ccc(C(=O)Nc3ccccc3N)cc2)Oc2ccc(NC(=O)C3CCCCC3)cc2CC1=O	-4	-0.2	-3	11	0.6	12	-26	u
CCN(CC)C(=O)CN1C(=O)c2cccc3cccc1c23	1	0.0	-3	11	x	-1	-1	4
O=C(NCc1ccccc1)c1ccc2ccccc2n1	0	0.3	-13	x	0.2	-1	3	-24
CN1c2ccc(-c3ccccc3)cc2[C@@H]2[C@@H](CCN2C(=O)CN2CCOCC2)[C@H]1CO	-7	0.2	-18	20	0.3	-21	37	-85
CC(C)NC(=O)N(C)C[C@H]1Oc2ccc(NS(=O)(=O)c3cccs3)cc2C(=O)N([C@H](C)CO)C[C@H]1C	x	-1.2	x	x	-1.1	x	3	2
CCN(C(=O)c1ccccc1F)c1nc(-c2ccc(OC)cc2)cs1	0	-0.1	-8	6	x	-4	4	-124
CC(C)(C)n1cnc2cc(NCc3cccs3)ccc21	0	-0.1	-9	-4	x	x	52*	-84
COc1cccc(NC(=O)N(C)C[C@H]2Oc3cc(/C=C/c4ccccc4)ccc3S(=O)(=O)N([C@@H](C)CO)C[C@@H]2C)c1	-4	0.0	1	-11	0.6	4	2	8
C[C@@H]1CN([C@@H](C)CO)C(=O)c2cc(-c3ccncc3)cnc2O[C@H]1CN(C)C(=O)c1ccncc1	-9	-0.1	8	2	0.0	x	6	-13
C#CCCC(=O)c1ccccc1/C=[N+](\[O-])c1ccccc1	0	0.0	-21	-6	-0.2	2	16	-3
COc1ccc2c(c1OC)C(=O)OC2C1c2c(cc3c(c2OC)OCO3)CCN1C (configuration not stated)	-12&-9&1	-0.1&0.1	-11&-2&10	7&2&13	-0.2&3.6	-2&1	-2&6&4	-1&-5&2
O=C(NCc1ccco1)c1ccc(OC2CCN(Cc3ccccn3)CC2)cc1	-2	0.0	-4	-4	x	0	-8	5
N#Cc1cccc(NC(=S)Nc2ccccc2)c1	x	0.0	x	10	x	3	-3	x
CC(=O)c1ccccc1NC(=O)COC(=O)c1cc[n+]([O-])cc1	-14	-1.1	-4	4	0.3	-3	-3	7
C[C@@H]1CN([C@@H](C)CO)C(=O)c2cccc(N(C)C)c2O[C@@H]1CN(C)C(=O)Nc1ccc(F)cc1	7	0.2	1	-6	-0.1	4	3	-2
CN(Cc1ccccc1)S(=O)(=O)c1ccc(Cl)c(C(=O)NCCCN2CCOCC2)c1	14	0.0	-9	-5	1.9	-1	-2	9
CCOc1ccc(NC(=O)C(=O)NCCN2CCN(S(=O)(=O)c3ccccc3)CC2)cc1	-3	0.0	-10	11	x	6	1	-1
CCCN(CC(=O)Nc1ccc(F)c(F)c1F)C(=O)c1ccc2c(c1)NC(=O)CS2	-4	0.0	3	2	-0.5	-3	2	-4
CCNC(=O)N1CCN(c2ccc(N3CCN(C(=O)NCC)[C@H](C)C3)c(C)c2)[C@@H](C)C1	-4	0.2	-4	x	-0.3	-9	x	-13
CS(=O)(=O)Nc1ccc2c(c1)[C@@H]1C[C@H](CC(=O)NC3CCCCC3)O[C@@H](CO)[C@@H]1O2	0	0.2	-6	-3	-0.1	-4	2	2
O=C(O)CCNC1CCCCC1	-3	0.0	-8	x	x	-9	x	-13
CC(=O)c1ccc(S(=O)(=O)N2CCN(c3ccccc3F)CC2)cc1	-5	0.0	-4	x	-0.7	-4	x	5
CN(C)C(=O)c1cccc(-c2ccccc2[C@H]2[C@@H](C#N)N(C(=O)C3CCCCC3)[C@@H]2CO)c1	-6	0.1	5	x	0.1	1	x	4
O=C(Nc1ccc(Cl)cc1)N[C@@H]1c2c(ccc3ccccc23)OC[C@@H]1CO	-1	x	1	-7	x	x	-3	0
CC1CC(C)(C)N(C(=O)CN2CCN(C)CC2)c2ccccc21 (configuration not stated)	-4	0.0	-13	4	x	-18	-7	5
Cc1ccc(C)c(NC(=O)COC(=O)c2ccc(S(=O)(=O)N3CCCC3)cc2)c1	0	0.6	-1	-2	-0.4	-6	5	7
Cc1ccc(/C=N/NC(=S)Nc2cccc(S(=O)(=O)N(C)C)c2)o1	-1	0.0	-30	-14	2.1	-10	12	12
CCNC(=O)[C@H]1[C@H](CO)[C@H]2Cn3c(ccc(-c4cncnc4)c3=O)[C@@H]1N2C(=O)Nc1ccccc1	3	-0.1	-4	1	0.3	x	1	6
C[C@H]1CN([C@@H](C)CO)C(=O)c2cc(C#Cc3ccccc3)cnc2O[C@H]1CN(C)C(=O)c1ccccc1F	-5	0.0	-2	2	0.0	11	-8	-20
Cc1ccc(/C=N/NC(=O)c2cccc(S(=O)(=O)Nc3ccccc3Cl)c2)s1	-2	-0.1	-16	7	x	-9	0	-24
CCCN(C)C[C@@H]1OCCCC[C@H](C)Oc2ccc(NC(=O)Cc3ccccc3)cc2C(=O)N([C@@H](C)CO)C[C@@H]1C	16	0.4	17	0	-0.1	x	1	-2

Remaining list, next part:
SMILES	S100A4 MyoIIA	XiGFP reactiv	RAD52 inh	RAD54 branch	E-sel inducer	FN deposition inh	esBAF inh	EWS-Fli inh
CCc1cc(C(=O)N2CCCC(CCC(=O)N3CCN(c4ccccn4)CC3)C2)no1 (configuration not stated)	-3	0.0	-2	13	x	x	2	5
O=C(NCc1cc([N+](=O)[O-])ccc1O)c1cccc(NS(=O)(=O)c2ccccc2)c1	-3	0.4	-15	-13	-0.2	x	2	-2
COc1ccc(NC(=O)Nc2ccc3c(c2)C(=O)N([C@H](C)CO)C[C@@H](C)[C@H](CN(C)S(=O)(=O)c2ccc(Cl)cc2)OCCCC[C@H](C)O3)cc1	3	0.1	14	-5	x	-22	-2	9
CCc1ccc(C(=O)CSc2n[nH]c(-c3ccncc3)n2)cc1	7	x	-43	6	x	x	-4	-4
CSc1ccccc1NC(=O)c1cc2ncc(Br)cn2n1	5	2.5	-15	x	x	-5	55*	-84
Fc1cccc(CCN2CCNC[C@H]2Cc2cccc3ccccc23)c1	-1	0.1	-6	-5	0.1	6	-10	5
COc1ccc(CN2CCN(CCCc3ccccc3)C(CCO)C2)c(OC)c1 (configuration not stated)	-3	0.0	-3	-13	x	-16	-4	6
CCCNC(=O)c1cc(Cl)c(NC(=O)C2=CSCCO2)cc1OC	1	0.0	1	-13	x	-10	92*	-71
Cc1cccnc1CCNCc1c(C(=O)N2C[C@@H](C)O[C@@H](C)C2)nc2ccc(Cl)cn12	3	0.0	-25	2	-0.2	0	-13	4
C[C@H](CO)N1C[C@H](C)[C@H](CN(C)C(=O)NC2CCCCC2)Oc2ncc(-c3cc4ccccc4o3)cc2C1=O	-1	0.5	18	1	-0.1	x	-24	3
O=C(NC1CCCN(Cc2ccc(Cl)cc2)C1)c1cccc(F)c1 (configuration not stated)	-9	0.2	-2	-10	0.0	-2	2	7
O=C(c1ccccc1)N1CC(=O)N2[C@@H](CO)[C@H](c3ccc(C#CC4CC4)cc3)[C@@H]2C1	-9	0.1	-4	x	-0.3	x	x	-6
CCSCC(C)(C)n1[nH]c2ccccc2c1=O	-2	0.0	5	x	-0.2	6	0	-12
Cc1[nH]n(-c2ccccc2)c(=O)c1/C=C1\C=NN=C1c1ccccc1	-3	0.0	-3	x	-0.8	15	x	0
